Screening results (PubChem BioAssay)
TNAP act DEA – activators of human TNAP at intermediate phosphate acceptor | P05186 | purified TNAP, CDP-star luminescence, 100 mM DEA, 30 min; hits give high values; scale: 0 levamisole-inhibited, 1 vehicle-only enzyme | activation factor at 20 µM | 64,000 tested, under 10 active;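 active = activation factor of at least 2 at 20 µM, relative to controls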
Target sequence (P05186 whole entry, looked up): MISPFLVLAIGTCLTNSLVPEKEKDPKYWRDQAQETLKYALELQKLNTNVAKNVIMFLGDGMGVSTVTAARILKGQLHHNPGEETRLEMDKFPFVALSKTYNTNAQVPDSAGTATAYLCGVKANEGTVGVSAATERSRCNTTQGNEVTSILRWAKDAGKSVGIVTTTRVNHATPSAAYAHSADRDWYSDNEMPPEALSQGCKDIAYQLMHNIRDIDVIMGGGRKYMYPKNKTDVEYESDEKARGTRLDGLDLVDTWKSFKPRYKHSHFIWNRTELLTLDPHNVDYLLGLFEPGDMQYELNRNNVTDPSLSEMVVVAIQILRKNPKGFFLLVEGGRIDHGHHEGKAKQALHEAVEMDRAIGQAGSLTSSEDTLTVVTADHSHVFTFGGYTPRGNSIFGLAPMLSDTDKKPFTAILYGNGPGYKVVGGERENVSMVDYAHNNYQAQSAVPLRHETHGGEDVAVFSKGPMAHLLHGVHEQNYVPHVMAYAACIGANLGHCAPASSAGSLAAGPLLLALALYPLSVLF
Jurkat viability – cytotoxic compounds reducing Jurkat cell viability; Jurkat E6.1 viability, ATP luminescence, 48 h; inhibition, % at 4 µM; 1.2% of 56,000 active;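 active = inhibition above the mean inhibition of all tested compounds plus 3 SD, cut at about 28% in these data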
S1P1 ag pot – S1P1 (human) agonism or agonism potentiation; AID 449; P21453; activation, % at 9.5 µM; 0.57% of 56,000 active; S1P1 CRE-bla cells, forskolin, beta-lactamase FRET, potentiator mode; S1P1 agonist co-added at EC20, 2 nM; 100% = saturating reference agonist, 0% = basal;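 active = activation above a cutoff set at the mean activation of all tested compounds plus 3 SD, cut at about 54% in these data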;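 note: forskolin at 4 µM as EC80 and the EC20 agonist is SEW2871; 100% = SEW2871 at its EC100 plus forskolin at EC80; some compounds past the cut are filed as inactive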
E coli RNAP – blocks E. coli RNA polymerase transcription | fluorescence transcription assay | inhibition, %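 (tested at 10 µM)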 | P0A8V2 | 0.2% of 62,000 active | AID 559; in the data active = inhibition above about 20%;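 note: 0% = enzyme without compound and 100% = no enzyme blank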
M1 agonist – M1 muscarinic receptor agonism | B-score at 10 µM | 3% of 64,000 active | CHO-M1 cells, Fluo-4 calcium fluorescence, agonist mode; hits give high values;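 active = fluorescence rise, raw or as B-score row- and column-corrected plate score, outside the 99.7% band of its plate's samples, either direction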
HEK293 NFkB inh – inhibitors of the PMA/ionomycin-induced NF-kB reporter in HEK293 cells | HEK-293 NF-kB luciferase reporter, luminescence | inhibition, % at 3 µM | 0.21% of 62,000 active;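 active = inhibition above the mean of all tested compounds plus 3 SD, cut at about 40% in these data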;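 note: 0% = stimulated DMSO wells and 100% = 10 µM reference inhibitor 5653914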
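Signal: luciferase luminescence; Material: HEK-293 cells with stable firefly luciferase reporter driven by four HIV NF-kB elements; Probe or stimulus: PMA with ionomycin; Replication: tested once; Times: 1 h compound pretreatment, then 16 h stimulation at 37 °C, 5% CO2; Benchmarks: DMSO and 10 µM reference inhibitor; Evaluation: per-plate % inhibition versus controls.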
M1 antagonist – antagonists of rat M1 muscarinic receptor; B-score at 10 µM; P08482; 3.4% of 64,000 active; AID 628; CHO-M1 cells, Fluo-4 calcium, ACh EC80 antagonist mode; hits give low values;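 active = calcium fluorescence response, raw or row-and-column corrected B-score, differing from the plate sample mean either way at a set confidence level, mostly lower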
D1 allo mod – allosterically modulates the human D1 dopamine receptor; HEK293 D1, CRE-luciferase, dopamine EC30 potentiation; actives deviate in either direction; 5.9% of 58,000 active; AID 641; B-score at 10 µM;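 active = luminescence count or its row- and column-corrected plate score outside the 99.7% band of the plate's sample wells, on either side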
Target sequence (P21728 whole entry, looked up): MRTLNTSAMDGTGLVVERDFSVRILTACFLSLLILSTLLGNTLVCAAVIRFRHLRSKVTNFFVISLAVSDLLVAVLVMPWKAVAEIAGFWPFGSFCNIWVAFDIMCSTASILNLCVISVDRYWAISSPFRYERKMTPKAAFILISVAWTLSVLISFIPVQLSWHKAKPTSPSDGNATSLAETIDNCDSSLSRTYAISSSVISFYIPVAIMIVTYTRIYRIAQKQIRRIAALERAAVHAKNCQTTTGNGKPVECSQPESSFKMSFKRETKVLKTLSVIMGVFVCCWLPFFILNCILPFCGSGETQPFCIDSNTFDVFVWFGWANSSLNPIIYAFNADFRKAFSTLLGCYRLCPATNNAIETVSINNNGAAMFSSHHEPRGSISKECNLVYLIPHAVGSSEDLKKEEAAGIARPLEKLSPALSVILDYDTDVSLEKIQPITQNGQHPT
S1P3 ag – agonists of human S1P3 receptor; Q99500; S1P3 NFAT-BLA reporter cells, agonism, FRET ratio; relative to 1 µM S1P, basal subtracted; activation, % at 4.5 µM; 0.1% of 60,000 active; AID 373;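 active = activation above the screen-wide mean plus 3 SD, cut at about 4.5% in these data, passing the limit was not always enough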; note: some compounds called inactive have numbers as strong as hits
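Benchmarks: high control 1 µM S1P / System: stable CHO line with human S1P3, Gα16, NFAT-BLA reporter / Dosing: single compound concentration, 4.5 µM final / Timing: 4 h compound at 37 °C, 2 h substrate at RT / Measured by: FRET β-lactamase substrate fluorescence, excitation 405 nm, 460/535 nm emission ratio, background-subtracted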
Numbers without * were called inactive; / = not tested or not shown.

SMILES	TNAP act DEA	Jurkat viability	S1P1 ag pot	E coli RNAP	M1 agonist	HEK293 NFkB inh	M1 antagonist	D1 allo mod	S1P3 ag
CCn1cc(Br)c(C(=O)Nc2ccc(C(=O)OC(C)C)cc2)n1	0.9	-4	17	6	-0.17	14	-0.92	0.027	-0.4
CCOC(=O)N1CCN(c2cc(=O)n(-c3ccccc3Cl)c(=O)[nH]2)CC1	0.9	-10	-19	4	1.4	-2	-0.11	-0.6	0.4
COC(=O)C1=C(C(C)=O)C(c2ccc(C(=O)OC)cc2)n2nnnc2N1 (configuration not stated)	0.9	/	/	9	-0.074	15	1.3	/	/
O=C(Nc1ccc2oc(-c3ccc(F)cc3)nc2c1)c1ccccc1F	0.9	0	-24	1	-0.89	-19	-0.0039	0.28	0.0
CCOC(=O)C1=C(C)Nc2nc(C)nn2C1c1ccc(OC)c(OC)c1 (configuration not stated)	1	0	-6	-5	-0.62	5	-0.21	0.36	-1.5
COc1cccc(C2=NOC(C(=O)N3CCc4ccccc4C3)C2)c1 (configuration not stated)	0.9	1	-5	10	-0.3	13	0.047	0.48	-0.6
O=C(CCN1C(=O)C2CC=C(Cl)CC2C1=O)N1CCCCC1 (configuration not stated)	1	-1	/	-5	6.5	3	0.78	-0.18	-0.3
COC(=O)CN(C#N)c1nc(OC)nc(N(C)C)n1	0.9	3	-20	/	-0.4	6	-0.33	-0.76	-0.6
CC12CCC(=O)N1C(C(=O)O)Cc1c2[nH]c2ccccc12 (configuration not stated)	0.9	-6	8	3	0.066	8	0.43	0.1	0.9
Nc1nnc(SCC(=O)N2CCN(c3ccccc3)CC2)s1	1	2	-11	/	-0.29	2	0.47	0.32	-0.6
CN(c1ccccc1)c1nc2ccsc2c(=O)s1	0.9	/	/	6	0.69	-19	0	/	/
CCOC(=O)NC1C=CS(=O)(=O)C1 (configuration not stated)	1	-11	-7	12	-0.85	31	-0.45	0.73	-0.4
CC1(C)CC(=O)c2cnc(N3CCc4ccccc4C3)nc2C1	0.9	-3	-3	10	0.65	-13	1.2	-0.033	0.0
O=C(CC1NC2CCCCC2NC1=O)Nc1ccc2c(c1)OCO2 (configuration not stated)	0.9	-8	-5	2	-0.13	12	0.73	/	-1.1
O=C1c2ccccc2C(=O)N1c1n[nH]c(CCc2ccccc2)n1	0.8	2	-6	-7	0.33	10	0.038	1.4	-1.5

As entered above.
In HEK293 NFkB inh, CCOC(=O)C1=C(C)Nc2nc(C)nn2C1c1ccc(OC)c(OC)c1 (configuration not stated) reads 5
In E coli RNAP, CN(c1ccccc1)c1nc2ccsc2c(=O)s1 reads 6
In M1 antagonist, COc1cccc(C2=NOC(C(=O)N3CCc4ccccc4C3)C2)c1 (configuration not stated) reads 0.047
In M1 agonist, CC1(C)CC(=O)c2cnc(N3CCc4ccccc4C3)nc2C1 reads 0.65
In M1 agonist, COC(=O)C1=C(C(C)=O)C(c2ccc(C(=O)OC)cc2)n2nnnc2N1 (configuration not stated) reads -0.074
In M1 agonist, Nc1nnc(SCC(=O)N2CCN(c3ccccc3)CC2)s1 reads -0.29

The list continues.
SMILES	TNAP act DEA	Jurkat viability	S1P1 ag pot	E coli RNAP	M1 agonist	HEK293 NFkB inh	M1 antagonist	D1 allo mod	S1P3 ag
Cc1cc(C(=O)COC(=O)c2n[nH]c3ccccc23)c(C)n1C	0.8	3	32	8	-0.94	-13	-0.11	/	-0.3
CC(=O)Nc1ccc(S(=O)(=O)NC(CC(=O)NCCCN2CCOCC2)C(C)C)cc1 (configuration not stated)	1	-7	-5	2	0.19	11	-0.33	0.015	-0.4
COc1ccc(-c2nnc(SCC(=O)N3CCC(Cc4ccccc4)CC3)o2)cc1OC	1	8	-1	-1	1.7	-2	-0.24	-0.46	-0.3
CCOc1ccc(N(CC(=O)Nc2ccccc2C)S(=O)(=O)c2c(C)noc2C)cc1	1	91*	1	1	-0.073	36	-0.1	-0.28	-1.8
COc1ccccc1OCCSc1nc2ccccc2c(=O)[nH]1	0.8	0	-30	8	-0.79	-2	-0.97	0.22	-1.0
Cc1cc2n(n1)SC(Nc1ccccc1)N2 (configuration not stated)	1	2	6	0	0.59	11	-0.021	0.35	-1.3
CC1(C)CC(=O)C2=C(C1)N(Cc1ccco1)C(=O)NC2(C(F)(F)F)C(F)(F)F	0.9	-1	/	4	0.59	4	1	1.1	0.3
Cc1ccc2cccc(SCC(=O)NCc3ccco3)c2n1	0.9	0	7	/	0.03	0	-0.043	1.2	0.6
COc1ccc(S(=O)(=O)Nc2ccccc2C(=O)NCc2ccco2)cc1	0.9	2	10	2	3.9*	11	-0.13	0.037	-1.5
Cc1cc2cc(CN3C(=O)c4ccccc4C3=O)ccc2[nH]1	/	-3	-47	/	-0.97	26	-0.26	/	-0.9
O=C1c2ccccc2NC(c2cnc3ccccc3n2)N1O (configuration not stated)	0.9	3	2	0	/	-37	/	-3	-0.9
NC1=NC(=O)CC(C(=O)NCCc2ccccc2)S1 (configuration not stated)	1	/	/	7	0.013	-5	0.058	0.19	/
Cc1nc2nc(SCC(=O)N3CCOCC3)nn2c(C)c1Cc1c(F)cccc1Cl	0.9	/	/	6	-0.68	5	0	-0.63	/
Nc1nc(SCC(=O)N2CCCC2)[nH]c(=O)c1-c1ccccc1	0.9	-7	-15	11	-0.52	14	-0.3	0.18	0.1
Cc1ccc(NC(=O)c2ccccc2)s1	0.9	6	46	2	0.56	-19	-0.2	-5.2*	-0.9
CCC(Sc1nc2n[nH]c(C)c2c(=N)n1-c1cccc(Cl)c1)C(=O)NCCOC (configuration not stated)	/	6	-32	10	-0.75	14	-0.54	5.1*	-0.3
O=C(Cn1cnc2ccccc2c1=O)NCCC(=O)Nc1ccc2c(c1)OCCO2	0.9	1	-26	0	0.27	1	0.34	-0.5	-0.5
Cc1ccc(NC(=O)CSc2nc3ccccc3c(=O)n2CCCC(=O)N2CCCC2)cc1	1	/	/	-5	0.016	24	-0.31	-0.46	/
CC(C)(CO)NC(=O)CCCOc1ccc(Cl)cc1Cl	0.8	-8	-28	9	0.027	2	0.0009	-0.35	-0.6
CCc1nn(C(C)C(=O)NCCc2ccc(OC)c(OC)c2)c(=O)c2cc3occc3n12 (configuration not stated)	0.9	7	10	2	-1.8	15	0.15	0.76	-0.9
COc1ccc(N/C(=N\c2nc(C)cc(C)n2)NC(C)=O)cc1OC	0.9	7	13	-1	0.26	19	-0.38	-0.092	-0.8
O=C1c2ccccc2C(=O)N1CNc1ccccc1	0.8	1	-8	5	-0.74	16	-0.52	-0.58	-1.2
Cc1sc2ncnc(SCC(=O)c3cccs3)c2c1C	1	-5	34	-7	/	-19	/	/	-1.2
CCN(CC)C(=O)c1cc2sc3ccccc3c2s1	1	0	20	2	-0.39	-14	-0.13	0.12	-1.5
CC1=C(C(=O)NCc2ccc3c(c2)OCO3)C2(CCC(C)CC2)OC1=O (configuration not stated)	0.9	5	-24	0	-0.061	8	0.2	-0.29	-0.7
CC(C)OC(=O)c1nnc(Cc2ccc(F)cc2)o1	0.9	0	-4	-1	-0.29	-6	-0.023	0.041	-0.1
O=C(NCCCN1CCCC1=O)c1cccc(C(F)(F)F)c1	1	0	-22	7	-0.19	5	-0.029	-0.87	-0.4
COC(=O)CN(Cc1ccccc1)S(=O)(=O)c1ccc(OC)c(OC)c1	1	-4	4	8	0.057	4	0.028	0.7	-0.5
CC(C)Sc1nnc(NC(=O)C2CC2)s1	1	-8	-33	4	-0.18	4	0.15	/	-0.2
Cc1cc2oc(=O)cc(CN3CCN(C/C=C/c4ccccc4)CC3)c2cc1O	0.9	11	-4	/	-1.4	19	-1.4	-0.017	-1.8

An excerpt from above, showing only TNAP act DEA, E coli RNAP and M1 agonist.
canonical_smiles,TNAP act DEA,E coli RNAP,M1 agonist
Cc1cc2oc(=O)cc(CN3CCN(C/C=C/c4ccccc4)CC3)c2cc1O,0.9,/,-1.4
O=C1c2ccccc2NC(c2cnc3ccccc3n2)N1O (configuration not stated),0.9,0,/

Next results follow:
SMILES	TNAP act DEA	Jurkat viability	S1P1 ag pot	E coli RNAP	M1 agonist	HEK293 NFkB inh	M1 antagonist	D1 allo mod	S1P3 ag
COCCNc1oc(-c2ccccc2Cl)nc1C#N	1	-7	-25	4	-2.1	-6	-0.33	4	0.2
CC1CCCCC1NC(=O)c1cn(C)c2ccc(S(=O)(=O)N3CCCC3)cc2c1=O (configuration not stated)	0.8	13	-10	-12	/	0	/	0.35	-1.3
Cn1cccc1Cc1nnc(SCC(=O)N2CCCC2)n1CCc1ccccc1	1	4	-19	6	0.23	5	-0.021	-0.39	-0.7
CCOC(=O)N1CCN(S(=O)(=O)c2c(C)[nH]c(=O)[nH]c2=O)CC1	/	-1	-24	/	-0.055	11	0.42	0.12	-0.3
CCC(=O)Nc1nc(C)nc(C)c1C(C)=O	0.9	-6	-20	-1	0.42	9	0.57	-0.48	-1.0
O=C(CSc1n[nH]c(=O)[nH]c1=O)c1ccccc1	1	-2	-5	6	-0.32	4	0.38	1.7	-0.4
O=C(c1cccs1)N(CCO)Cc1cc2cc3c(cc2[nH]c1=O)OCCO3	1	-3	-2	1	0.62	16	0.1	-0.39	-0.9
CC(NC(=O)c1ccccc1O)c1ccccc1 (configuration not stated)	1	/	/	-2	1.6	/	-0.65	-0.066	/
Cn1c(OCc2cccnc2)nc2c1c(=O)n(Cc1ccccc1)c(=O)n2C	0.9	/	-15	-1	2.4	/	0.51	/	-4.8
O=C(NCc1ccco1)c1cc2n(n1)C(C(F)(F)F)CC(c1ccc(Cl)c(Cl)c1)N2 (configuration not stated)	0.9	-6	13	/	-1.1	-5	-0.012	-0.88	-0.4
CCSc1nnc(N)s1	0.9	8	-8	5	-0.65	14	-0.42	0.14	-0.8
CC1=C(C)C(=O)N(c2ccccn2)C1=O	0.9	-2	16	-2	-0.41	24	-0.6	1.4	1.1
CCCn1c(=O)c2ccccc2n2c(SCC(=O)c3cc(C)n(CCOC)c3C)nnc12	1	-5	-5	4	-0.61	-1	-0.16	2.2*	0.0
COC(=O)CN(C(=O)CSc1nnc(-c2cccc(OC)c2)o1)c1ccc(OC)cc1	0.9	5	2	3	0.59	7	0.44	2.2	-0.7
Cc1nc2ccccc2c(=O)n1NC(=O)COc1ccccc1	1	0	2	/	/	4	/	-2.9*	-2.2
Cc1nn(CC(O)Cn2cnc3c2c(=O)n(C)c(=O)n3C)c(C)c1Br (configuration not stated)	/	4	/	/	-0.73	2	0.042	-0.33	0.4
Cc1oc(-c2ccccc2F)nc1CS(=O)(=O)CC(=O)NCCCN(C)C1CCCCC1	1	5	-1	5	0.24	12	0.37	-0.42	-0.4
COc1ccc(C(C)=O)cc1CSc1nc2ccccc2o1	0.9	-7	20	8	0.58	6	0.062	0.56	-0.3
Cc1cccc(C2CC(c3ccccc3)Nc3nc(N)nn32)c1 (configuration not stated)	0.8	1	-5	7	-1.8	11	-0.19	18*	0.7
Cc1cc(C)n(-c2nc3sc4c(c3c3nnc(SC(C)C)n23)CC(C)(C)OC4)n1	0.9	-4	-4	-2	-0.7	6	0.71	2.1	2.1
O=C(CCn1cnc2ccccc2c1=O)Nc1ccc2c(c1)OCCO2	0.9	-9	-6	9	-0.22	-3	0.14	-0.22	0.3
CN1CCn2c1nc(N1CCOCC1)nc2=O	0.8	-4	4	2	-0.11	0	-0.24	/	0.2
CC(C)OCCCNc1ncnc2c1cnn2-c1ccccc1	1	/	-6	12	1.7	/	1.2	/	-3.7
CCC1(CC)Cc2ccccc2-c2nc(CN3CCOCC3)[nH]c(=O)c21	1.1	-8	-25	/	0.43	0	-0.1	18*	-0.2
